# LYP act: LYP phosphatase activators, primary screen, biochemical, DiFMUP fluorescence, 2 µM | Tyrosine-protein phosphatase non-receptor type 22 (Homo sapiens), Q9Y2R2 | recombinant LYP; 0 = plate median, 100 = signal doubled | activation, % at 2 µM | actives 0.11% (n = 96,000) | AID 697, 2007;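 active means activation at 2 µM above a set limit, the mean plus 5 SD, cut at about 37% in these data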
# PostGolgi ctrl: growth inhibition of yeast control strain, primary screen, counter-screen for post-Golgi transport modulator project; efflux-deficient yeast background strain, growth absorbance A615, 16 h; inhibition, % at 10 µM; actives 5% (n = 98,000)
# CYP2C9 inh: blockers of cytochrome P450 2C9 activity – biochemical, luminescence, ADME assay, primary screen; AID 777, 2007; CYP2C9 Supersomes, luciferin-H conversion; actives 20% (n = 96,000); P11712; inhibition, % at 5 µM;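 active means blocking of liver enzyme CYP2C9 beyond about 50% at 5 µM, limit read from the data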; further: values of inactives mirror those of a sister screen read the other way
# PostGolgi yeast: phenotypic screen on post-Golgi transport, primary screen; actives 0.9% (n = 98,000); inhibition, % at 10 µM; post-Golgi transport phenotypic cell assay; AID 739, 2007;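 further: yeast cells grown in 1536-well plates; yeast grown about 18 h at 30C before absorbance read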
# DAT uptake mod: changed hDAT dopamine uptake under cocaine IC80, either direction, primary screen, cocaine antagonist project, cell-based, LLC-PK1 hDAT, [14C]-dopamine uptake, MLSMR | Sodium-dependent dopamine transporter (Homo sapiens), Q01959 | LLC-PK1 hDAT cells, [14C]-dopamine uptake with cocaine IC80; actives deviate in either direction | B-score at 10 µM | actives 1.3% (n = 110,000) | AID 449768, 2010;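 active means Z score or B-score, a plate-position-corrected score, falls beyond the plate's 99.7% confidence bounds, in either direction; inactive means both scores lie inside the 99.7% bounds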;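 further: scored against the spread of the other compound wells on the same plate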
# PTK2B oligo ant: antagonists of Pyk2 self-association, primary screen, Q293 cells, FERM NanoBiT luminescence, HTS; active compounds read low; z-score (the deposit names both 25 µM and 10 µM); actives 0.83% (n = 99,000);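 active means Z-score of -3 or lower, scaled per plate to the spread of control and sample wells; inactive means z-score above -3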;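 further: negative z-score means lost luminescence so less FERM oligomerization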
# Target sequence (Q14289 whole entry, looked up): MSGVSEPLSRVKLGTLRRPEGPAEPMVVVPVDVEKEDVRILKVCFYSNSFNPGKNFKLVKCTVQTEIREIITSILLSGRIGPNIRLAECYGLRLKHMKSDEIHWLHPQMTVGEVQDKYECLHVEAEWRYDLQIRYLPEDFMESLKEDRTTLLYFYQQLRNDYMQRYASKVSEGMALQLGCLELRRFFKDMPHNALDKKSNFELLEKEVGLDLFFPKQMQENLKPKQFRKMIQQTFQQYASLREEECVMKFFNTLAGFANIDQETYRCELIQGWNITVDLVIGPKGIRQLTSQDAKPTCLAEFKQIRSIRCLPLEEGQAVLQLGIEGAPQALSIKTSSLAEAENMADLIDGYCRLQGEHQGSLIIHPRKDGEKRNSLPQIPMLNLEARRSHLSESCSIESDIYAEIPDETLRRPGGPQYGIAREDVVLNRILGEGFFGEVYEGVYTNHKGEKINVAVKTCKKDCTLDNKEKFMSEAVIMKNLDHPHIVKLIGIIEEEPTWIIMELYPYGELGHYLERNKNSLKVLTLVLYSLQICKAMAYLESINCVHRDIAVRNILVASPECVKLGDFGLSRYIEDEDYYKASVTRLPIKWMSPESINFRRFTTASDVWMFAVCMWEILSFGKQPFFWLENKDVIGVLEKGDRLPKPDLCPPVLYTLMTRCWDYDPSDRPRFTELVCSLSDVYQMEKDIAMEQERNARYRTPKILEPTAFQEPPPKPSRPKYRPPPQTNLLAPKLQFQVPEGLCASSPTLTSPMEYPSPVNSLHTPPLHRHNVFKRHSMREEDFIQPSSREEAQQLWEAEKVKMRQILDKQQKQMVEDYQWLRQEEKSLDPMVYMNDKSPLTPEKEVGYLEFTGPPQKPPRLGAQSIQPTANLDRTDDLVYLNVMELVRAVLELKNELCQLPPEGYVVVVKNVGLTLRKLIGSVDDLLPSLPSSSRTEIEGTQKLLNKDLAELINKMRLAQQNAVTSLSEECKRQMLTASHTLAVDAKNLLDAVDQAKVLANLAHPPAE
# CYP2C9 activ: human CYP2C9 activators, primary screen, biochemical, luminescence. actives 1.4% (n = 96,000). recombinant CYP2C9, luciferin-H conversion; active compounds read high; factor 1 = untreated enzyme, 0 = blocked. activation factor at 5 µM. Cytochrome P450 2C9 (Homo sapiens), P11712;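 active means activation factor of 2 or more for CYP2C9 at a 5 µM dose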;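 further: 0 = sulfaphenazole-blocked wells and 1 = vehicle-only wells; values of inactives mirror those of a sister screen read the other way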
# Ecoli WT expand: growth inhibitors of wild-type E. coli, primary screen, strain BW25113, expanded library, OD600 | OD600 absorbance | growth inhibition, % at 100 µM | actives 0.15% (n = 98,000) | AID 710, 2007;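 active means growth inhibition above about 50% at one test dose, limit read from the data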;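 further: growth measured after 20 h incubation at 37 °C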
# LYP inh 2: PTPN22 phosphatase inhibitors, primary screen, biochemical, DiFMUP fluorescence, 2 µM | Tyrosine-protein phosphatase non-receptor type 22 (Homo sapiens), Q9Y2R2 | recombinant LYP catalytic domain | inhibition, % at 2 µM | actives 0.21% (n = 96,000);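 active means inhibition at 2 µM at or above a set limit, the screen mean plus 3 SD, cut at about 24% in these data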;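 further: 0% = DMSO with enzyme and 100% = enzyme fully blocked by orthovanadate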
# The depositor's hits bear a star; nt = no result given. Unless noted, no stated cut-off is given here; in the data, active means inhibition above about 30%; inactive means the rest. Rows were taken by chance, and some 24% of all compounds hit somewhere here.
# A first look:
SMILES,LYP act,PostGolgi ctrl,CYP2C9 inh,PostGolgi yeast,DAT uptake mod,PTK2B oligo ant,CYP2C9 activ,Ecoli WT expand,LYP inh 2
CCN(C(=O)Cn1c(=O)n2nc(CCn3nc(C)cc3C)nc2c2ccccc21)c1cccc(C)c1,4,26,24,-1,-0.092,-0.75,0.8,-6,-7
Cc1ccc(NC2=CC(=O)CC(C)(C)C2)c(N)c1,-8,38*,-3,-3,-1.3,0.33,1,-3,5

# This part in full, from the first entry:
SMILES,LYP act,PostGolgi ctrl,CYP2C9 inh,PostGolgi yeast,DAT uptake mod,PTK2B oligo ant,CYP2C9 activ,Ecoli WT expand,LYP inh 2
CCN(C(=O)Cn1c(=O)n2nc(CCn3nc(C)cc3C)nc2c2ccccc21)c1cccc(C)c1,4,26,24,-1,-0.092,-0.75,0.8,-6,-7
Cc1ccc(NC2=CC(=O)CC(C)(C)C2)c(N)c1,-8,38*,-3,-3,-1.3,0.33,1,-3,5
Cc1ccc(SCc2cc(-c3ccc(Cl)cc3)no2)cc1,nt,15,45,4,nt,1.3,0.6,-13,nt
O=C(OCn1ncc(Br)c(Br)c1=O)c1ccc(F)cc1,-7,46*,28,107*,0.21,1,0.7,18,8
Cc1cc2c(cc1C)-c1nnnn1C(C)(C)C2,8,5,4,2,0.12,-0.09,1,4,-10
c1ccc2c(N3CCCCC3)nc(N3CCCCC3)nc2c1,7,1,0,10,-0.095,0.83,1,7,-10
Cc1c(C(=O)NCc2cccnc2)oc2ccc(S(=O)(=O)N3CC(C)CC(C)C3)cc12 (centres undefined),nt,-13,26,-4,nt,nt,0.7,-4,nt
COc1cc(=O)[nH]c(SCc2c(F)c(F)c(F)c(F)c2F)n1,10,53*,50*,11,0.036,0.16,0.5,13,-11
Cc1cc(Cl)ccc1NC(=S)NCc1ccccc1,-3,0,20,-6,2.1,-0.21,0.8,0,6
N/C(=N\OC(=O)c1ccc(Br)cc1)c1ccccc1,4,4,5,-7,0.48,-0.55,1,3,2
CCOC(=O)CCCc1c[nH]c2ccccc12,7,-6,33,-4,0.62,0.19,0.7,15,-3
CCn1c(CNc2ccc(F)cc2)nnc1SCC(=O)Nc1ccc(OC)cc1OC,-4,1,11,-13,0.1,0.15,0.9,4,4
Cc1nn(C(=O)c2ccco2)c(C)c1Sc1ccccc1,0,8,0,-2,-1.9,-1.6,1,5,4
O=c1c(Oc2ccccc2Br)c(C(F)(F)F)oc2c(CN3CCCC3)c(O)ccc12,-5,17,0,0,-0.12,1.5,1,10,9
CCOC(=O)C1=C(c2ccccc2)NC(SCC(=O)Nc2cccc(C)c2)=C(C#N)C1c1ccco1 (centres undefined),-6,1,92*,-20,0.94,-4*,0.1,-16,4
O=C(NC1CCCc2ccccc21)C1CCN(c2nnc(-n3cccc3)s2)CC1 (centres undefined),nt,3,38,3,-0.74,nt,0.6,0,nt
CCOc1ccccc1NC(=O)N1CCC(c2nc3ccccc3[nH]2)CC1,2,-11,-47,-1,1.8,0.1,1.5,-2,-2
Cc1ccc(Cn2nc(C)c(NC(=O)c3cc(C)no3)c2C)cc1,-2,1,-1,-6,1.2,nt,1,-3,1
COc1cc(C(=O)OCn2nnc3ccccc3c2=O)cc(OC)c1OC,3,4,42,10,1.8,-0.28,0.6,-6,-2
Cc1ccc(SCC(=O)c2sc(-c3ccccc3)nc2C)cc1,-10,-6,84*,0,-0.34,2.4,0.2,1,13
CCOc1ccc(NC(=O)CSc2nc3cccnc3n2CC)cc1,5,2,9,-3,-0.18,-0.62,0.9,-1,-3
Cc1cccc(N2CCN(C(=O)Cn3cnc4c3c(=O)n(C)c(=O)n4C)CC2)c1C,10,nt,nt,nt,1.2,1.4,nt,nt,-10
COC(=O)c1cc(C(=O)OC)cc(-n2c(C)cc(C(=O)CC#N)c2C)c1,nt,-3,69*,3,0.22,-0.61,0.3,-9,nt
C=CCn1c(=S)[nH]c2ccc(Br)cc2c1=O,-5,13,38,-16,-0.99,0.02,0.6,-6,2
COc1ccc(Cc2nnc(SCC(=O)c3cccc([N+](=O)[O-])c3)n2C)cc1,-11,3,39,-11,0.68,0.31,0.6,2,15
CC(=O)c1cccc(NC(=O)CN(C2CCCCC2)S(C)(=O)=O)c1,2,5,15,-5,-0.026,-0.01,0.8,4,-4
CC(C)COc1ccc(C(=O)N(Cc2ccco2)C2CCS(=O)(=O)C2)cc1 (centres undefined),-6,14,36,3,-0.085,-0.85,0.6,-8,5
COC(=O)CNC(=O)c1ccccc1C,4,12,-4,7,1.9,0.01,1,1,-4
Cc1ccc(S(=O)(=O)N2CCCC2C(=O)Nc2nc3c(s2)CCCC3)cc1 (centres undefined),5,16,90*,-4,0.84,-0.27,0.1,-8,-6
COc1ccccc1/C=N/n1c(N)c(S(=O)(=O)c2cccs2)c2nc3ccccc3nc21,3,13,1,-12,3.5*,-2,1,-12,0
CC(c1ccccc1)N1CC(C(=O)N2CCN(c3ccc(F)cc3)CC2)CC1=O (centres undefined),8,6,-55,8,-0.03,-0.57,1.6,7,-8
Cc1c(/C=C/C(=O)c2ccccc2)cnn1C,12,-8,11,22,0.035,-0.4,0.9,12,-6
CCOC(=O)c1c(C)[nH]c(C(=O)CSc2nc3ccccc3o2)c1C,4,-1,34,-2,-0.3,0.77,0.7,-6,-6
Cc1ccc(C)c(N2CCN(CC3CC=CCC3)CC2)c1 (centres undefined),0,1,6,12,0.15,1.5,0.9,6,0
O=C(C1CCCN(S(=O)(=O)c2cnc[nH]2)C1)N(CCc1ccccc1)Cc1ccccc1 (centres undefined),2,-6,47,-11,0.42,nt,0.5,1,-4
Cc1ccc(C2CC(=O)N(c3ccc(F)cc3)C3=C2C(=O)CCC3)cc1 (centres undefined),-2,7,29,-12,0.021,0.1,0.7,7,6
O=C(O)CCCCCNc1nc(=S)[nH]c2ccccc12,-24,8,-3,8,-0.066,0.41,1,-17,27*
O=C(CSc1ncn[nH]1)c1ccco1,7,-1,nt,2,0.21,-0.21,nt,-13,-10
COc1ccc(Oc2nc(C)cc(C)c2C#N)cc1,5,10,30,-1,-0.18,0.27,0.7,10,-9
Cn1c(SCc2cc(=O)[nH]c3ccccc23)nnc1-c1ccc(Br)cc1,5,5,18,2,1.5,-0.48,0.8,5,-3
CCOC(=O)c1sc(NC(=O)COC(=O)Cn2cnc3ccccc32)c(C(=O)OCC)c1C,nt,-3,nt,4,nt,0.1,nt,-2,nt
CCn1cc(C(=O)N2CCN(c3ccccn3)CC2)c2cc(OC)c(OC)cc2c1=O,nt,-1,60*,-1,-8.7*,0.01,0.4,5,nt
COc1cccc(NC(=O)C2CCCCC2)c1,-6,nt,nt,nt,0.18,0.21,nt,nt,10
CCCS(=O)(=O)c1c(S(=O)(=O)CCC)c2c3ccccc3ccn2c1C(=O)OC,1,nt,nt,nt,2.2,-2.7,nt,nt,2
CCC(OC(=O)c1ccco1)C(=O)NCc1ccc(C)cc1 (centres undefined),nt,2,28,4,0.035,0.36,0.7,-1,nt
COc1ccc(-c2nc(CS(=O)CC(=O)NCc3ccc4c(c3)OCO4)c(C)o2)cc1 (centres undefined),2,5,36,2,-1,nt,0.6,-1,-3
O=C(Nc1nnc(CC(=O)N2CCOCC2)s1)c1cccs1,5,3,-4,-7,0.57,0.47,1,-1,-5
CCCn1c(SCC(=O)NCc2cccs2)nc2c1c(=O)n(C)c(=O)n2C,5,-9,13,-4,-0.49,0.73,0.9,3,-8

# Just CYP2C9 inh, LYP inh 2 and Ecoli WT expand, for some of the entries so far:
canonical_smiles	CYP2C9 inh	LYP inh 2	Ecoli WT expand
Cc1c(C(=O)NCc2cccnc2)oc2ccc(S(=O)(=O)N3CC(C)CC(C)C3)cc12 (centres undefined)	26	nt	-4
COc1cc(=O)[nH]c(SCc2c(F)c(F)c(F)c(F)c2F)n1	50*	-11	13
Cc1cc(Cl)ccc1NC(=S)NCc1ccccc1	20	6	0
N/C(=N\OC(=O)c1ccc(Br)cc1)c1ccccc1	5	2	3

# (list continues)
SMILES,LYP act,PostGolgi ctrl,CYP2C9 inh,PostGolgi yeast,DAT uptake mod,PTK2B oligo ant,CYP2C9 activ,Ecoli WT expand,LYP inh 2
C=CCn1c(N)c(C(=O)OCC)sc1=S,5,20,41,-3,1.1,1.7,0.6,11,-3
CN(C)S(=O)(=O)N(CC(=O)Nc1ccc(F)c(F)c1)c1ccccc1,-13,0,56*,-7,-0.92,-0.09,0.4,-3,12
CC(=O)N1CCc2cc(S(=O)(=O)NC(CC(C)C)C(=O)N3CCc4ccccc4C3)ccc21 (centres undefined),1,4,43,-1,-0.43,-0.24,0.6,4,-2
O=C(COc1ccccc1)Nc1cccc2nsnc12,nt,-1,22,4,0.46,0.84,0.8,-2,nt
Cc1onc(-c2ccccc2)c1C(=O)Nc1nnc(-c2ccncc2)s1,-7,23,99*,-1,-0.37,-3.2*,0,-6,3
Cc1cccc(C)c1OCC(=O)N/N=C/c1cccn1C,-4,nt,nt,nt,-0.86,-0.37,nt,nt,4
Cc1occc1C(=O)Nc1ccc2c(c1)OCCO2,-4,16,47,-21,0.17,-0.82,0.5,2,4
Cc1ccccc1Cn1nc(C)c(NC(=O)c2sc3ccccc3c2Cl)c1C,-7,33*,16,2,-0.83,-1.5,0.8,-7,10
O=C(Nc1ccc(F)cc1F)NC1CC(=O)N(Cc2ccccc2)C1 (centres undefined),nt,5,nt,4,-0.26,4.8,nt,-2,nt
Cc1nn(Cc2ccccc2)c(C)c1NC(=O)CSc1nc(-c2ccccc2)nc2c1cnn2-c1ccccc1,-14,0,46,0,nt,0.38,0.5,-2,15
O=C(CCN1C(=O)C2(OCCO2)c2ccccc21)c1ccccc1,-5,0,7,-2,0.89,-0.49,0.9,-5,5
CCN(CC)CCN1C(=O)C(O)=C(C(C)=O)C1c1ccc(OC)c(OC)c1 (centres undefined),-6,9,7,2,-0.0076,0.29,0.9,5,3
CC(C)(CO)Nc1nc(N2CCCC2)nc(N2CCCC2)n1,7,nt,nt,nt,0.25,0.01,nt,nt,-7
Cc1ccc2c(c1)[C@H]1OCC[C@H]1[C@@H](c1ccncc1)N2,-2,-5,84*,15,-0.0018,nt,0.2,-4,1
COC(=O)c1cc(OC)c(OC)cc1NC(=O)CCCCCN1C(=O)CCC1=O,31,8,44,15,-0.51,0.41,0.6,6,-35
Cc1ccccc1NC(=O)c1ccc(CSc2ncccn2)cc1,2,16,28,14,-0.45,-1.4,0.7,3,2
COC(=O)C1=NN(C(=O)c2ccc(Cl)cc2)C(O)(c2ccccc2)C1 (centres undefined),4,-3,27,15,-0.17,0.1,0.7,10,-2
N#CC1=C(N)C2=C(N3CCCCC3)CCCC2C1(C#N)C#N (centres undefined),11,-3,51*,12,-1.2,-0.45,0.5,2,-11
CC1=NN(c2ccc(C)c(C)c2)C(=O)C1C(c1cccc(O)c1)C1C(=O)N(c2ccc(C)c(C)c2)N=C1C (centres undefined),-14,-1,61*,0,-0.74,-0.99,0.4,-3,17
C[N+](C)(C)CCNC(=O)c1c(O)c2c([nH]c1=O)CCCC2,-4,11,7,1,-0.47,0.85,0.9,4,2
O=C(Nc1ccccc1)OCCNC(=O)c1cccc(Cl)c1,13,7,87*,-4,0.24,3,0.1,9,-12
CCOC(=O)C1CSC(CC(=O)Nc2ccc(Cl)c(Cl)c2)C(=O)N1 (centres undefined),16,2,-37,-5,1.4,-0.83,1.4,13,-12
O=C(Cc1cccs1)N1CCN(c2ccccn2)CC1,7,6,29,3,0.32,1,0.7,5,-8
O=C(Nc1cccc2ccccc12)C1CCN(C(=O)Cc2ccccc2)CC1,10,nt,nt,nt,-0.41,0.37,nt,nt,-10
COc1ccc(CCn2nnnc2C(C(C)C)N2CCC(C(N)=O)CC2)cc1OC (centres undefined),nt,5,10,1,-0.41,1.9,0.9,3,nt
